Assay outcomes from PubChem BioAssay.
NCI-60 one-dose screen, 48 h, at 10 µM unless noted. Numbers give growth in % (100 = growth as untreated, 0 = no growth, -100 = all killed).
HL-60(TB) = HL-60(TB) leukemia cells; 78,000 compounds, 9% hits; AID 1794776; active = growth percent below 10
* = called active by the depositor. This is a subset. The share of hits here may be higher or lower than overall.

SMILES	HL-60(TB)
O=C(NCCCNc1nccc(-n2ccc3cccnc32)n1)c1ccc(Cl)cc1	100.5
COc1cccc(-c2nn(-c3ccccc3)cc2-c2ccnc(NCCNS(=O)(=O)c3ccc(C)cc3)c2)c1	60.2
CC1OC(O[C@H]2CC[C@]3(C)[C@H]4C(=O)C=C5[C@@H]6C[C@@](C)(C(=O)O)CC[C@]6(C)CC[C@@]5(C)[C@]4(C)CC[C@H]3C2(C)C)C[C@@H](O)[C@H]1O (stereo partly drawn)	120.6
OCC1Cc2ccccc2C1	93.2
COc1ccc(Nc2nc(N/N=C/c3ccc(O)cc3)nc(Nc3ccc([N+](=O)[O-])cc3)n2)cc1	116.4
COc1ccc2cc(C(C)C(=O)N=C(N)N)ccc2c1 (stereo not drawn)	104.2
CC[C@H]1OC(=O)[C@H](C)[C@@H](O[C@H]2C[C@@](C)(OC)[C@@H](O)[C@H](C)O2)[C@H](C)[C@@H](O[C@@H]2O[C@H](C)C[C@H](N(C)C)[C@H]2O)[C@](C)(OC)C/C(C)=C2/O[C@@]1(C)C=C2C	41.4
COc1ccc(C(=O)C(C)C(C)OC(=O)c2ccccc2C(=O)O)cc1 (stereo not drawn)	96.2
N#Cc1c(-c2ccccc2)[nH]c2ncc(-c3ccc4ccccc4c3)n2c1=O	107.0
CCC(C)(C)c1ccc(OCCCCCCN2CCN(c3ccc(C)c(Cl)c3)CC2)cc1	84.5
CCOC(=O)C1C2c3ccccc3C(C1C(=O)OCC)[n+]1ccccc12 (stereo not drawn)	110.3
C=C(C)[C@@H]1C[C@H](O)Cc2c(C)cc(C)cc2N1	98.4
COc1ccc(OC)c(-c2cc(-c3ccc(Br)s3)[nH]c(=O)c2C#N)c1	112.7
O=C1CC(c2nc3ccccc3[nH]2)CN1c1ccc(Cl)cc1 (stereo not drawn)	101.7
NC(=O)Nc1ccccc1	106.0
C=CCCCOC(=O)c1nn(C(C)=O)c2ccccc12	102.0
COCCN(C(=O)c1ccc(F)cc1F)c1c(N)n(Cc2ccccc2)c(=O)[nH]c1=O	131.7
OC(COc1ccccc1Cl)CN1CCCC1 (stereo not drawn)	158.5
NC(=O)NC1NC(=O)NC1=O (stereo not drawn)	104.9
CC1OC(OC2C(OC3CCC4(C)C(CCC5(C)C4CC=C4C6CC(C)(C)CCC6(CO)C(O)CC45C)C3(C)C)OC(C(=O)O)C(OC3OC(COC4OC(CO)C(O)C(O)C4O)C(O)C(O)C3O)C2O)C(O)C(O)C1O (stereo not drawn)	-73.0*
CCCn1c(N)c(C(N)=O)sc1=S	94.9
CC[N+](C)(CC)CC	107.5
O=C(Nc1cccc(Cl)c1)C1CCCC1=Nc1cccc(Cl)c1 (stereo not drawn)	107.0
CCN(CC)CCOC(=O)c1cc(OC)c(OC)cc1OC	101.2
Nc1ccc([N+](=O)[O-])c(N)c1	93.9
Further entries.
SMILES	HL-60(TB)
Cc1c(-n2cc(-c3ccccc3)c3c2ncn2nc(-c4ccc(Cl)cc4)nc32)c(=O)n(-c2ccccc2)n1C	104.5
CC1(C)CC(=O)C([C@H](c2ccccc2)N2c3ccccc3Sc3ccccc32)C(=O)C1	100.1
O=C1C(=O)c2c(nc3ncccn23)-c2ccccc21	-51.0*
CS(=O)CC1=NC(=N)N=C1CS(C)=O (stereo not drawn)	91.2
CC/C(=C\c1ccc(OC)cc1)C(=O)c1ccc(OC)cc1	130.6
NS(=O)(=O)c1ccc(N2Cc3cc(Cl)ccc3OC3=C2C(=O)N(CC2CCCCC2)C3=O)cc1	-35.9*
N=c1nnc(=N)c1=NNc1cccc2c(O)c3ccccc3c(O)c12	96.9
CCOC(=O)C(C#N)(CC)C(C)CC (stereo not drawn)	96.7
CC(=O)/C=C/C1C(C)=CCCC1(C)C (stereo not drawn)	99.6
C[C@@H]1C[C@@]2(C)C(=CC1=O)CC[C@@H]1[C@@H]2[C@@H](O)C[C@@]2(C)[C@H]1CC[C@]2(O)C(=O)CO	95.2
COc1cc(/C=N/Nc2ncnc3c2c(C)nn3-c2ccccc2)ccc1O	57.1
CCOC(=O)/C=C1/S/C(=N\N=C\c2ccc(OS(=O)(=O)C(F)(F)C(F)(F)C(F)(F)C(F)(F)C(F)(F)C(F)(F)C(F)(F)C(F)(F)F)cc2)N(c2ccccc2)C1=O	105.8
O=C1NC(=NC23CC4CC(CC(C4)C2)C3)N/C1=C\c1ccc2ncsc2c1	-16.1*
Cc1ccc(-n2cc(-c3ccccc3)c3c4n(c(=S)nc32)CCN4)cc1	98.4
CC(C)CSc1nc(N/N=C/c2cc(Cl)ccc2O)c(C#N)c(-c2ccc(Cl)cc2)n1	87.2
CCCCCCCC/C=C\CCCCCCCCOc1ccc(CC(=O)NCC[N+]2(C)CCCC2)cc1	-31.6*
Cc1c([N+](=O)[O-])cc(I)c(I)c1I	95.6
COc1cc(NC(=O)CCSc2nc3ccc(Cl)cc3c(=O)n2-c2ccccc2C(F)(F)F)cc(OC)c1OC	97.7
N#Cc1c(-c2cccs2)nc(N2N=C(c3ccccc3)CC2c2ccccc2)[nH]c1=O (stereo not drawn)	101.6
NS(=O)(=O)c1ccc(N/C=C/C(=O)c2ccc(F)cc2)cc1	107.2
N#Cc1c(Br)[nH]c2ncnc(N)c12	75.8
COc1ccc(Nc2nc(SCC(C)C)nc(-c3ccc(OC)cc3)c2C#N)cc1	70.4
CC(C)(C)C1CCC(=O)CC1	115.1
COc1cc(/C=C/C(=O)c2ccc(NC(=O)COc3cccc4cccnc34)cc2)cc(OC)c1OC	34.7
CCCCCCC1=C(P(=O)(O)OCC)N[C@H](C(=O)O)CS1	93.2
(cont.)
SMILES	HL-60(TB)
O=C(/C=C/c1ccc(F)cc1)Nc1cccc2cccnc12	93.7
Oc1ccc(/C=N/N=C(/c2ccccc2)c2ccc3nc(-c4ccc(Cl)cc4)[nH]c3c2)cc1	65.4
CC(/C=C/c1ccc(Br)cc1)c1ccc(Br)cc1 (stereo not drawn)	102.2
CCOC(=O)OC(C#N)c1cccc(OC)c1OC (stereo not drawn)	116.9
CCOC(=O)C1=C(N)N(c2ccccc2)C2=C(C(=O)CC(C)(C)C2)C1c1ccccc1Br (stereo not drawn)	65.9
COC(=O)[C@@]1(C)CC[C@]2(C)CC[C@]3(C)C4=CC=C5C(=CC(=O)C(O)=C5C)[C@]4(C)CC[C@@]3(C)[C@@H]2C1	-53.1*
Cc1sc2c(c1C)c(=O)nc1c(-c3nc(-c4ccc(Cl)cc4)no3)n[nH]n12	95.7
COc1ccc(C2CC(c3ccc(OC)cc3O)=NN2c2ccc(S(N)(=O)=O)cc2)cc1 (stereo not drawn)	-23.2*
O=C(N/N=C/c1ccc([N+](=O)[O-])o1)c1ccc(O)cc1	19.8
COC(=O)c1ccc2c(c1)c1c(C)c3cccnc3c(C)c1n2C	90.9
O=C(Nc1ccccc1)Nc1ncnc2c1ncn2-c1ccc(F)cc1	104.3
CCCCOC(=O)N1CCCC1	88.7
CC(=O)Oc1c(Cl)cc(Cl)c(Cl)c1[N+](=O)[O-]	105.9
O=C1C=CN2CC=CCC2C1[C@@H](O)c1ccc(Br)cc1 (stereo partly drawn)	84.0
NC1(c2ccc(F)cc2)C2CC3CC(C2)CC1C3 (stereo not drawn)	112.5
CCOC(=O)C1OC(Oc2ccc3c(C)cc(=O)oc3c2)[C@@H](O)C(O)C1O (stereo partly drawn)	100.6
CCN1CCN(CC(=O)Nc2nc3ccc(NCc4ccc(Cl)cc4)cc3s2)CC1	29.0
COc1ccc(CC(C)NCC(O)c2ccc(O)c(O)c2)cc1 (stereo not drawn)	97.4
Cc1cc2c(C(C)C)c(O)c(O)c(C(=O)C(=O)NCc3ccco3)c2c(O)c1-c1c(C)cc2c(C(C)C)c(O)c(O)c(C(=O)C(=O)NCc3ccco3)c2c1O	38.4
O=C(CSc1nc2sc3c(c2c(=O)n1-c1ccc(Cl)cc1)CCCC3)N/N=C/c1ccc(F)cc1	97.9
Nc1ncnc2c1ncn2C1OC(CO)C2OC21 (stereo not drawn)	114.0
CC(C)n1cc(C#N)c(N)n1	100.0
O=C1C2CCC1C(N1CCCC1)CC2 (stereo not drawn)	97.2
CS(=O)(=O)c1ccc(-c2nc3ccccc3n2CC(=O)NCN)cc1	113.4
c1ccc(-c2oc(-c3ccccc3)c(CN3CCCCC3)c2CN2CCCCC2)cc1	27.0

Already shown: an excerpt of the list.
SMILES	HL-60(TB)
O=C(/C=C/c1ccc(F)cc1)Nc1cccc2cccnc12	93.7
Oc1ccc(/C=N/N=C(/c2ccccc2)c2ccc3nc(-c4ccc(Cl)cc4)[nH]c3c2)cc1	65.4

15 entries out of the list, ordered by molar mass, rising:
SMILES	HL-60(TB)
CCCCOC(=O)N1CCCC1	88.7
NC1(c2ccc(F)cc2)C2CC3CC(C2)CC1C3 (stereo not drawn)	112.5
CCOC(=O)OC(C#N)c1cccc(OC)c1OC (stereo not drawn)	116.9
O=C(N/N=C/c1ccc([N+](=O)[O-])o1)c1ccc(O)cc1	19.8
CC(=O)Oc1c(Cl)cc(Cl)c(Cl)c1[N+](=O)[O-]	105.9
O=C(/C=C/c1ccc(F)cc1)Nc1cccc2cccnc12	93.7
COC(=O)c1ccc2c(c1)c1c(C)c3cccnc3c(C)c1n2C	90.9
O=C1C=CN2CC=CCC2C1[C@@H](O)c1ccc(Br)cc1 (stereo partly drawn)	84.0
O=C(Nc1ccccc1)Nc1ncnc2c1ncn2-c1ccc(F)cc1	104.3
CS(=O)(=O)c1ccc(-c2nc3ccccc3n2CC(=O)NCN)cc1	113.4
CC(/C=C/c1ccc(Br)cc1)c1ccc(Br)cc1 (stereo not drawn)	102.2
CCN1CCN(CC(=O)Nc2nc3ccc(NCc4ccc(Cl)cc4)cc3s2)CC1	29.0
Oc1ccc(/C=N/N=C(/c2ccccc2)c2ccc3nc(-c4ccc(Cl)cc4)[nH]c3c2)cc1	65.4
O=C(CSc1nc2sc3c(c2c(=O)n1-c1ccc(Cl)cc1)CCCC3)N/N=C/c1ccc(F)cc1	97.9
Cc1cc2c(C(C)C)c(O)c(O)c(C(=O)C(=O)NCc3ccco3)c2c(O)c1-c1c(C)cc2c(C(C)C)c(O)c(O)c(C(=O)C(=O)NCc3ccco3)c2c1O	38.4

Next part
SMILES	HL-60(TB)
CC1(C)/C(=C\CO)C2CCC1C2 (stereo not drawn)	94.1
COc1ccc(-c2nn(-c3ccccc3)cc2/C=C2/CCc3ccccc3C2=O)cc1	115.6
C=CCn1c(SCC(=O)c2ccccc2)nnc1-c1ccc(OC)cc1	97.4
CCOC(=O)C(Cc1ccc([N+](=O)[O-])cc1)(NC(C)=O)C(=O)OCC	110.1
CCOc1ccc(CCNC(=O)Cc2ccc(OCC)c(OCC)c2)cc1OCC	86.5
N=Nc1nc2nc(O)c(O)n2[nH]1	101.5
COc1cc(CNC(=O)/C=C/c2ccc3c(c2)OCO3)ccc1OCc1cn(-c2ccccc2[N+](=O)[O-])nn1	111.9
Cc1nnc(Nc2ccc(NC(=O)c3ccc(Cl)cc3)cc2)c2ccccc12	102.8
CC(C(=O)O)c1cccc(Oc2ccccc2)c1 (stereo not drawn)	108.4
COc1ccc(-c2ccc3cnc4sc(-c5ccccc5)nc4c3n2)cc1	113.0
CCOC(=O)Nc1ccccc1NC(=O)/C=C/c1ccc(NC(=O)c2ccc3c(c2)ncn3-c2ccccc2)cc1	95.9
COc1ccc(Cn2cc3c(c2-c2ccccc2)CCCc2cnoc2-3)cc1OC	84.1
Cc1ccc2c(c1)c(=O)n(-c1ccccc1)c1nnc(-c3ccccc3)n21	95.9
CN(CCCC(=O)NO)CCC(=O)Nc1ccccc1	101.2
N=C1NC(=O)C(Cn2c(-c3ccccc3)nc3ccccc32)S1 (stereo not drawn)	93.0
C[N+]1([O-])C2CCC1CC(OC(=O)C(O)c1ccccc1)C2 (stereo not drawn)	135.8
CNc1nnc(Cn2nc(-c3ccccc3)ccc2=O)s1	98.4
COc1ccc(N2C(=O)C(Oc3ccccc3)C2c2ccc(Cl)cc2)cc1 (stereo not drawn)	84.4
Nc1[nH]c(=S)[nH]c(=O)c1NC=O	110.1
Nc1ccc(N2CCOCC2)cc1	81.8
Cc1ccc2nc3c(cc2c1)CSc1nnc(-c2ccc[nH]c2=S)n1N3	102.4
COc1ccc(C(=O)COc2ccc(/C=C3\CCc4ccccc4C3=O)cc2)cc1	82.2
COc1cc(OC)c2cc(C(=O)O)c(=O)oc2c1	66.0
CCN(CC)c1ccc2cc(C(Nc3ccc(Cl)cc3)c3nnnn3C(C)(C)C)c(=O)oc2c1 (stereo not drawn)	96.0
CC(=O)[C@H]1CCC2C3CC=C4C[C@@H](OC(=O)CCC(=O)O)CC[C@]4(C)C3CC[C@@]21C (stereo partly drawn)	77.1
The listing continues.
SMILES	HL-60(TB)
O=C(O)c1ccc(-c2nn(-c3ccc(C(=O)O)cc3)cc2CNc2cccc(F)c2)cc1	102.7
O=C1CCSc2ccc(Cl)cc21	110.6
Cc1ccc2oc(=O)cc(Cn3cc(Cn4c(C)cc(=O)n(Cc5cn(Cc6cc(=O)oc7ccc(C)cc67)nn5)c4=O)nn3)c2c1	102.5
O=C1CCC23OC4ON=C(c5ccccc5)C4C2C(O)c2ccccc2N13 (stereo not drawn)	103.5
COc1cc(C2(C)SCCCS2)cc(OC)c1OC	99.8
COc1cc2c(cc1OC)C(c1cc(OC)c(OC)c(OC)c1)CC(=O)N2 (stereo not drawn)	91.9
O=C(O)c1ccc(-n2cc(/C=N/Nc3ccccc3F)c(-c3ccccc3)n2)cc1	87.0
CC(C)c1ccc2c(N)c(C(=O)Nc3ccc(C(F)(F)F)cn3)sc2n1	46.8
CC(=O)Nc1nc(-c2n[nH]c(=S)n2-c2ccc(Oc3ccccc3)cc2)cs1	89.2
N#CC1C(=O)SC2c3ccccc3C(=O)c3ccccc3C12 (stereo not drawn)	98.4
Clc1ccc2c(c1)c(-c1ccccc1)nc1nncn12	111.7
Cc1ccc(/C=C/C(=O)Nc2ncc(Cc3ccc(F)cc3)s2)o1	2.8*
O=C(O)c1cc(NCc2cccc(Br)c2)ccc1N1CCOCC1	104.9
C[C@@H]1C[C@@]2(C)C(=CC1=O)CC[C@H]1[C@@H]3CC[C@](C)(O)[C@@]3(C)C[C@@H]3O[C@@]312	95.1
NCC(=O)Nc1ccc(O)cc1	112.4
COc1cc2oc(-c3cccc(NC(=O)c4cccc([N+](=O)[O-])c4)c3)cc(=O)c2c(OC)c1OC	68.9
